Bioassay records deposited in PubChem BioAssay by several laboratories.
M18AAP inhibitor: PfM18AAP enzyme inhibition | recombinant PfM18AAP, H-Glu-NHMec fluorogenic cleavage | 1.2% of 290,000 active | inhibition, % at 7.35 µM;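 active = inhibition above the campaign mean inhibition over all tested compounds plus 3 SD, cut at about 28% in these data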;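 also: 0% = plate median of test compound wells and 100% = 2 mM ZnCl2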
IMP-1 inh: inhibitors of Pseudomonas aeruginosa IMP-1 metallo-beta-lactamase | purified IMP-1, nitrocefin hydrolysis, epi-absorbance fluorescence | inhibition, % at 5.6 µM | 0.45% of 290,000 active | AID 1556;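 active = inhibition above the mean plus 3 SD of all compounds in the same screening run, cut at about 4.5% in these data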;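 also: 0% = IMP-1 with DMSO and 100% = DMSO wells lacking enzyme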
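Assay system: purified recombinant IMP-1 beta-lactamase. Input: IMP-1 0.2 nM before substrate addition. Buffer or medium: Zinc- and detergent-supplemented HEPES buffer, pH 7.1. Schedule: 25 °C, 15 min preincubation, 25 min reaction. Signal: Epi-absorbance fluorescence, 480 nm excitation, 530 nm emission. Evaluation: percent inhibition from optical density relative to buffer-blank wells.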
pCIP destab: p/CIP protein destabilization; Q05BA5; AID 1984; decrease of EGFP signal, % at 10 µM; 0.01% of 290,000 active; F442A p/CIP-EGFP cells, EGFP fluorescence, 16 h;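 active = EGFP signal decrease of at least 30% at 10 µM or well 3 SD below plate mean, unless failing retest; inactive = the rest, including hits failing retest or dose response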; also: some compounds called inactive have numbers as strong as hits; many of its hits are not listed in these tables
VIM-2 inh: blocks Pseudomonas aeruginosa VIM-2 metallo-beta-lactamase. purified VIM-2, nitrocefin hydrolysis, epi-absorbance fluorescence. 0.89% of 290,000 active. AID 1527. inhibition, % at 5.6 µM;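 active = inhibition above the mean of all tested compounds plus 3 SD, cutoff set per screening run, cut at about 7.5% in these data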;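 also: red hydrolysis product quenches plate fluorescence so inhibitors raise well fluorescence; 0% = enzyme with DMSO and 100% = DMSO without enzyme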
IDE inh: cellular human IDE inhibition; P14735; HEK cells, FAbetaB cleavage, fluorescence polarization; inhibition, % at 5.59 µM; 0.41% of 320,000 active;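 active = percent inhibition above the average of all tested compounds plus 3 SD, set per screening campaign, cut at about 16% in these data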;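 also: IDE supplied by intact live HEK cells; FP after avidin binding of uncleaved biotin substrate so inhibition keeps polarization high; 0% = DMSO wells and 100% = 60 µM reference IDE inhibitor Ii1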
FID counter: fluorescent intercalator displacement, NS3 helicase counter-screen; DNA fluorescent intercalator displacement, fluorescence; inhibition, % at 7.9 µM; AID 1845; 0.17% of 290,000 active; in the data active = inhibition above about 37%;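 also: 0% = vehicle and 100% = reference compound; higher means more ethidium bromide displaced from hairpin DNA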
SUMO HTRF inh: blocks human SUMOylation mediated by UBC9. P63279. 0.36% of 290,000 active. AID 2006. HTRF SUMOylation assay, SAE1/SAE2 + UBC9, in vitro. inhibition, % at 35 µM; in the data active = inhibition above about 50%, passing the limit was not always enough; also: strong numbers were not always called active
Target sequence (P63279 whole entry, looked up): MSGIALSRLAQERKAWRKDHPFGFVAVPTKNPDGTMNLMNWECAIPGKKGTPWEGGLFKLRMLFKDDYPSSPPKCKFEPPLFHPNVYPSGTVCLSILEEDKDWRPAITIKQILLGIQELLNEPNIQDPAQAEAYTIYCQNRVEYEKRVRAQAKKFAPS
NS3 helicase inh: HCV NS3 helicase inhibition; NS3 helicase DNA unwinding, Cy5 molecular beacon fluorescence; inhibition, % at 10.9 µM; 0.56% of 290,000 active;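 active = inhibition above the mean of all tested compounds plus 3 SD, set per campaign, cut at about 35% in these data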;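 also: 0% = DMSO wells and 100% = thioflavine S control wells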
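assay system = NS3 helicase fragment of HCV | buffer or medium = MOPS pH 6.5, MgCl2, DTT, Tween20, BSA | timing = 60 min unwinding reaction at 25 °C after ATP addition | signal = Cy5 beacon fluorescence read at start and 1 h | read-out basis = % inhibition of unwinding | control set = low DMSO, high thioflavine S at 110 µM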
IDE act: activators of human insulin-degrading enzyme in cells; P14735; AID 493087; HEK cells, FAbeta-B cleavage, fluorescence polarization; 0% vehicle, 100% cell-free pure enzyme wells; 0.073% of 340,000 active; activation, % at 5.96 µM;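 active = activation above the mean of all tested compounds plus 3 SD, set per screening campaign, cut at about 17% in these data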
Numbers without * were called inactive; / = not tested or not shown. An unsorted share of the library. Share with any hit: about 3.6%.

SMILES	M18AAP inhibitor	IMP-1 inh	pCIP destab	VIM-2 inh	IDE inh	FID counter	SUMO HTRF inh	NS3 helicase inh	IDE act
O=C(N/N=C/c1ccc2c(c1)OCO2)/C(=C/c1ccc2c(c1)OCO2)NC(=O)c1ccccc1	1	-1.9	3	-3.5	4	-8	24	5	-4
CN(C)c1ccc(P(=O)(OC2CCCCC2)C(O)c2cccnc2)cc1 (stereo not given)	0	2.2	-9	-0.8	-8	-24	12	-2	7
O=C(CSc1nc2ccccc2n1CCc1ccccc1)NC1CCS(=O)(=O)C1 (stereo not given)	0	-3.3	1	-0.5	3	-16	4	0	3
COc1ccc(C2Sc3nncn3N2Cc2ccc(C#N)cc2)cc1 (stereo not given)	5	-3.8	-4	-2.3	3	-5	7	-2	-2
O=c1cc2c(nn1Cc1cccc(Cl)c1)-c1ccccc1CC2	-5	1.4	2	-1.6	8	-26	-16	-6	2
CCc1c(C)nc(SCC(=O)c2cccs2)c(C#N)c1C	5	-2.2	-17	0.3	7	-4	12	-9	-5
CCCCc1c(C)nc2ccccc2c1SCCC#N	-1	-2.1	-3	-1.7	-1	-26	-4	-4	2
O=C(NC1CCN(C(=O)NC2CCCCC2)CC1)c1ccco1	-10	-4.5	6	-3.3	-1	1	2	-10	2
CSc1ccccc1C(=O)C1CCCN(C(=O)c2ccc(N3CCOCC3)cc2)C1 (stereo not given)	-9	-3.4	-4	-5.8	1	-16	15	-1	1
CCCc1cc(=O)oc2cc(C)cc(OCC(=O)NC(Cc3c[nH]c4ccc(O)cc34)C(=O)O)c12 (stereo not given)	-8	-2.7	-12	1.1	0	-26	18	9	7

Reprinted at random: two entries already listed, in no set order.
SMILES	M18AAP inhibitor	IMP-1 inh	pCIP destab	VIM-2 inh	IDE inh	FID counter	SUMO HTRF inh	NS3 helicase inh	IDE act
COc1ccc(C2Sc3nncn3N2Cc2ccc(C#N)cc2)cc1 (stereo not given)	5	-3.8	-4	-2.3	3	-5	7	-2	-2
CN(C)c1ccc(P(=O)(OC2CCCCC2)C(O)c2cccnc2)cc1 (stereo not given)	0	2.2	-9	-0.8	-8	-24	12	-2	7

(next part)
SMILES	M18AAP inhibitor	IMP-1 inh	pCIP destab	VIM-2 inh	IDE inh	FID counter	SUMO HTRF inh	NS3 helicase inh	IDE act
CCSC1=N/C(=C\c2ccc(OC)cc2)C(=O)N1	4	-5.1	-12	-0.1	-3	-7	1	-1	-3
COc1ccccc1CNC(=O)C1CCN(c2nc3ccccc3o2)CC1	-10	-3.4	-7	-1.4	0	-1	20	-5	-10
CCN1C(=O)CSC1=NC12CC3CC(CC(C3)C1)C2	-4	-3.2	-5	-0.6	0	-1	-9	-7	0
CC(C)N(Cc1ccccc1)C(=O)CCc1ccccc1	2	-3.0	-7	-3.1	-2	-18	-17	-8	-2
COC(=O)C1(C)NC(c2ccc(F)cc2)C2C(=O)N(c3ccc(C)cc3)C(=O)C21 (stereo not given)	0	-2.5	4	-1.9	-1	-12	-3	5	0
CC1=CC=CC2=NC(=O)CC(C)(C(=O)N(CC(=O)NC(C)C)C3CCCC3)N12 (stereo not given)	-1	0.0	2	0.0	1	4	7	-4	2
CCCn1c(N2CCN(C(=O)Nc3ccccc3)CC2)nc2ccccc21	-5	-2.9	-10	-3.6	-2	-18	-5	7	-3
CCc1cccc(NC(=O)c2cnn(-c3ccccc3)c2C)c1	1	-4.6	-4	-2.6	6	-23	-5	-5	0
O=C(NN1C(=O)C2C3C=CC([C@H]4CC34)[C@@H]2C1=O)c1ccc(Br)cc1 (stereo not given in full)	-2	-0.6	4	-1.4	8	-1	-13	7	7
CCOc1cc(/C=N/O)ccc1OCc1ccc([N+](=O)[O-])cc1	-3	-2.3	1	-0.6	-2	1	-14	-3	4
O=C(CNC(=O)c1ccc(Cl)cc1)NCC(F)(F)F	-2	-2.1	-8	-3.7	-3	-2	-2	2	0
Cn1cccc1/C=C1\SC(=O)N(c2ccc(O)cc2)C1=O	3	-0.7	-5	3.2	-1	-3	15	2	-4
COc1ccc(/C=N/NC(C)(C)C)c(OC)c1	-6	-1.4	-29	-1.8	9	2	14	0	-5
Cc1nc2scc(C)n2c(=O)c1S(=O)(=O)NCc1ccccc1Cl	2	-1.8	-23	-0.6	0	-10	14	3	2
CCCn1c(SCC(=O)Nc2nnc(-c3ccccc3)s2)nnc1-c1ccccn1	-6	-2.2	-10	-1.8	4	-8	-12	-7	4
CCc1ccccc1NC(=O)c1cnccn1	-4	2.2	-11	-1.0	/	-5	17	4	-2
CCOC(=O)C1CCCCN1Cc1ccc(C(F)(F)F)cc1 (stereo not given)	1	-2.7	9	-4.0	-1	5	-8	6	2
O=C(CCc1ccc(O)cc1)N/N=C/c1coc2ccccc2c1=O	15	-1.4	-11	-2.3	4	-3	14	0	/
CCC(=O)N1N=C(c2cccs2)CC1c1ccc(C)cc1 (stereo not given)	-8	-0.9	-7	-1.5	1	-31	21	-11	-1
O=[N+]([O-])c1ccc(/C=N/Nc2cc(Cl)nc(-c3ccccc3)n2)cc1	7	-2.4	-11	-4.7	2	-2	-5	9	-4
CCOCCCNc1nc2c(-c3ccccc3)nnn2c2ccccc12	4	0.5	2	-1.7	-1	2	20	1	1
Cc1ccc(C)c(N(CC(=O)NC2CCCC2)S(=O)(=O)c2ccccc2)c1	-3	1.1	-4	0.9	3	-33	12	-15	-1
O=C(Nc1ccc(N2CCN(C(=O)c3ccc(Cl)cc3)CC2)cc1)c1cc2ccccc2o1	2	-2.8	-8	-1.7	-1	-2	10	-4	-7
COc1ccccc1N1CC(C)(C)C(=O)N(C(=O)c2ccc(Cl)cc2)C1=S	2	-3.1	-8	-1.5	-7	-4	-18	-1	6
CSc1cccc(NC(=S)N(Cc2ccc(C)cc2)Cc2cccnc2)c1	3	-4.2	13	-2.4	10	-11	8	-1	1
O=C(C/C=N/OCc1ccc(Cl)cc1Cl)c1ccccc1	-4	-1.9	-8	-2.4	-2	-6	10	4	9
CCOc1ccc(C(=O)OC(C)CN2CCN(C)CC2)cc1 (stereo not given)	-5	-0.3	10	-0.1	2	8	2	-2	2
O=C(CCc1nc2cccnc2n1Cc1ccccc1)NCCc1ccc(Cl)cc1	-1	-0.8	-12	-2.7	-1	-34	12	-7	0
Cc1ccc(-c2csc(NC(=O)C3CCN(S(=O)(=O)c4cccs4)CC3)n2)cc1	8	2.9	-13	1.5	11	-7	-16	-10	-8
CCOC(=O)C1CCCN(Cc2ccc(-c3ccccc3)cc2)C1 (stereo not given)	3	-1.0	4	0.5	3	11	-5	-31	1
Cc1onc(-c2ccccc2)c1C(=O)Nc1ccnn1C1CCCCC1	3	-2.0	0	-2.1	8	-9	4	-10	3
CCc1nc(N2CCOCC2)c(C#N)c2c1CCCC2	-11	-0.5	-3	0.1	6	-5	-2	3	-1
CC(C)(C)c1ccc(Cn2nnc3c(=O)[nH]c(C4CCN(C(=O)c5ccco5)CC4)nc32)cc1	-1	-0.4	0	-1.9	/	-29	11	-14	-4
Cc1onc(-c2ccccc2)c1C(=O)NCc1ccc(Cl)cc1	-4	-1.0	6	-0.7	/	-18	-7	-10	-2
CC(=O)c1c(C)nc(-c2ccccc2)nc1NC(=O)Cc1ccccc1	-3	0.5	-8	0.0	5	-12	-15	-3	5
COc1cc(-n2c3nc4ccccc4nc3c3c(=O)n(Cc4ccco4)cnc32)cc(OC)c1OC	8	0.1	/	1.9	/	-11	/	17	/
CN=Cc1cc(-c2ccccc2)sc1O	9	-1.7	-16	-2.4	4	0	-14	0	-3
CN1CCC(OC(=O)COc2ccc(F)cc2)CC1	6	-2.8	11	-3.3	0	4	5	21	2
Cc1ccc(-c2nc(Nc3ccc(O)cc3)c3ccccc3n2)cc1	-7	0.4	9	-2.2	4	17	-24	-39	-1
O=C1CCN(Cc2ccc(Cl)cc2)N1	3	-0.7	0	5.3	-1	-5	7	2	3
O=C(NCc1cccnc1)c1csc2c1CCCC2	1	-1.3	20	-1.9	3	-1	-10	4	3
O=C(CCc1nnc2ccc(N3CCCC3)nn12)Nc1ccc(F)cc1F	8	-3.1	-3	-1.3	2	-15	-3	-4	3
O=C(/C=C/c1cccs1)Nc1ccc([N+](=O)[O-])cc1	-16	-1.4	-10	0.0	-2	4	4	-1	6
COc1ccc(/C=N/NC(=O)c2ccc3nc[nH]c3c2)cc1	-20	-1.1	-3	-0.7	5	-4	18	-10	/
C/C(=N\Nc1ncc(Cl)cc1Cl)c1ccc(OC(F)F)cc1	9	-3.6	-1	-1.8	9	-4	16	-12	3
CCOc1ccc(/C=N/Nc2nc(=O)[nH]nc2C)cc1OC	-1	-2.9	18	-2.2	-2	-8	6	13	7
Cc1nnc2ccc(Oc3ccc(-c4ccccc4)cc3)nn12	0	-1.4	-6	-3.5	2	-35	12	-12	-5
N#Cc1cccc(NC(=O)COc2ccc(-n3ccnc3)cc2)c1	2	0.6	10	5.3	1	0	5	-8	0
CC(=O)N1CCN(C(=O)CNc2cc(C(F)(F)F)ccc2OCC(F)(F)F)CC1	-1	-2.2	-1	-3.5	4	-18	-29	2	-4
COc1cccc(C(=O)Nc2c[nH]c(=O)[nH]c2=O)c1	-1	-1.4	5	-1.8	-1	-1	-2	-3	4
Next section:
SMILES	M18AAP inhibitor	IMP-1 inh	pCIP destab	VIM-2 inh	IDE inh	FID counter	SUMO HTRF inh	NS3 helicase inh	IDE act
CC(/C=N/NC(=O)Cn1cnc2ccccc21)=C\c1ccccc1	-5	-0.9	2	-1.5	3	-17	4	-5	2
CN(Cc1ccccc1)C(=O)COc1ccc(Br)cc1Cl	-5	-4.3	-1	-2.9	-2	-28	12	-3	-5
CCOc1cc(C(=O)OCC(=O)c2c(C)[nH]c3ccccc23)ccc1OCC(=O)N1CCOCC1	-4	-3.2	-8	1.4	-2	-40	5	-22	-2
Cc1ccc(C(=O)OCC(=O)NCc2cccs2)cc1C	0	-0.7	6	0.9	0	-14	-3	-2	-1
Cc1ccc(/C=C/C(=O)Nc2ccc(S(=O)(=O)Nc3onc(C)c3C)cc2)cc1	6	-1.8	-5	0.3	-5	-22	18	-1	1
COc1ccccc1CNCc1ccc(C)cc1	-2	-2.1	-4	-2.3	8	7	6	6	1
Nc1nc(Sc2ccc(C(F)(F)F)cn2)n[nH]1	5	-3.2	-2	-3.6	-3	0	20	3	-5
COc1ccccc1NS(=O)(=O)c1cc([N+](=O)[O-])ccc1N/N=C/c1sc(N2CCOCC2)nc1-c1ccccc1	4	-3.6	-232	-1.8	0	0	7	-1	3
Cc1cc(NC(=O)C(=O)NCc2cccc(Cl)c2)no1	-16	-2.1	-14	-0.6	4	-4	15	-5	-4
O=C(O)C1CCCCC1C(=O)NCCc1ccccc1 (stereo not given)	-9	-3.7	6	-2.2	1	2	-2	3	4
CCCCn1c(=O)[nH]c(=O)c2c1nc(-c1ccccc1F)n2Cc1ccccc1	2	0.8	-4	2.3	0	-21	-7	-12	-1
COC(=O)C1=C(C(=O)OC)C(c2ccccc2O)c2sc(=O)[nH]c2S1 (stereo not given)	-6	-0.8	0	-0.7	4	5	-27	-4	5
Cc1nc(N2CCCCC2)c2c(C)c(C(=O)Nc3ccccc3C(F)(F)F)sc2n1	-10	-3.0	12	-1.1	5	-18	5	-4	1
